Source: PubChem BioAssay (National Center for Advancing Translational Sciences (NCATS))
Pf growth 96h = P. falciparum growth inhibition at 96 hours. Potency, µM (doses to about 28.7 µM), inactives show top-dose activity change, negative = inhibition, hits mostly inhibitors. 320,000 tested, 6.9% active. AID 504834. P. falciparum luciferase reporter growth, 96 h; further: potency means the concentration at half of the fitted maximal effect; on the % scale 0 is the no-effect control and ±100 the full control effect
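Luminescence readout: decreased luciferase signal marks inhibited growth of reporter-expressing P. falciparum in infected red cells (2% hematocrit, 0.05% parasitemia final), exposed to compound two generations (96 h, 37 C, 5% CO2).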
Shiga toxin inh = Shiga toxin inhibition | 290,000 tested, 9.2% active | Vero cells, Shiga toxin protein synthesis inhibition reporter | inhibition, % at 38.7 µM; in the data active means inhibition mostly above about 28%, no sharp cut-off; inactive means mostly below about 43%; further: 0% is about no effect
LmPK inh = inhibitors of Leishmania mexicana pyruvate kinase. Q27686. purified LmPK, Kinase-Glo ATP luminescence, 1 h. Potency, µM (doses to about 57.5 µM), without a hit: at the top dose activity change, negative = inhibition, actives largely listed as inhibitors. 290,000 tested, 0.37% active. AID 1721; further: potency means the concentration at half of the fitted maximal effect; on the % scale 0 is the no-effect control and ±100 the full control effect
Target sequence (Q27686 whole entry, looked up): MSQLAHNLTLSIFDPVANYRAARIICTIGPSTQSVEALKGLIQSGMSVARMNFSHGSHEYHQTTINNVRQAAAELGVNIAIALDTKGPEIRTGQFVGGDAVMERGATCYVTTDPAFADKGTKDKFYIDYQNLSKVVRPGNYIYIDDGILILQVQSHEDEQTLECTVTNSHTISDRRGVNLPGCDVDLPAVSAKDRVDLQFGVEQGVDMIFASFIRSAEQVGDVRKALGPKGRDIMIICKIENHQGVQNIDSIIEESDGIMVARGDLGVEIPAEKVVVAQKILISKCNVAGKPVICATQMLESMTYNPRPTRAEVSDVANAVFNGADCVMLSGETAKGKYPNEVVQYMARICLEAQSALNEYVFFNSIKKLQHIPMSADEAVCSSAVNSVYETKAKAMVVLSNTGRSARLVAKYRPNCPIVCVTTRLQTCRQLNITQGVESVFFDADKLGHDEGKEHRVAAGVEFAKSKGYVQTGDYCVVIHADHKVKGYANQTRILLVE
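In 50 mM imidazole pH 7.2 with 7 mM MgCl2, LmPK (0.1 nM) turned over PEP (0.5 mM) and ADP (0.1 mM) for 1 h at room temperature. Luciferase read-out of ATP.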
Cycloheximide cs = counter-screen for Shiga toxin inhibitors: cycloheximide protein synthesis inhibition | cell reporter, cycloheximide protein synthesis inhibition counterscreen | max response, % | 300,000 tested, 12% active; in the data active means max response mostly above about 13%, no sharp cut-off; inactive means mostly below about 14%; further: read at 38.3 µM for the half of the compounds with a filed dose; 0% is about no effect
Pf growth 48h = inhibits P. falciparum growth in the first generation, 48 h; AID 504832; P. falciparum luciferase growth in erythrocytes, 48 h; Potency, µM (titrated, usually from 28.7 µM), without a hit: top-dose activity change, negative = inhibition, hits mostly inhibitors; 310,000 tested, 5.9% active; further: potency means the concentration at half of the fitted maximal effect; on the % scale 0 is the no-effect control and ±100 the full control effect
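Parasite viability was followed by luminescence of a genomically integrated firefly luciferase. Cultures held 0.1% parasitemia at 2% hematocrit (final), incubated under 5% CO2 at 37 C.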
TbPYK inhibitor = inhibitors of Trypanosoma brucei pyruvate kinase. 410,000 tested, 0.12% active. TbPYK enzyme, Kinase-Glo Plus ATP luminescence, 45 min. Q57TT1. Potency, µM (highest dose often 76.8 µM), for the others: at the highest dose activity, negative = inhibition, most hits filed as inhibitors; further: potency means the concentration at half of the fitted maximal effect; on the % scale 0 is the no-effect control and ±100 the full control effect; nearly all actives have a fitted effect of over 50% in size
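TbPYK + substrate in 50 mM TEA pH 7.2, 100 mM KCl, 10 mM MgCl2, 0.05% BSA, 0.01% Tween-20; cpd pinned; ADP 130 uM final; 45 min RT; Kinase-Glo Plus 10 min; luminescence endpoint.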
AMA1-RON2 inh = disrupts binding of P. falciparum AMA1 to RON2. AlphaScreen AMA1-biotinylated RON2 peptide binding. Potency, µM (highest dose often 58.2 µM), for inactives: at the top dose activity change, negative = inhibition, hits mostly inhibitors. 360,000 tested, 0.2% active. AID 720542;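 further: potency means the concentration at half of the fitted maximal effect; 0% = vehicle wells and -100% = peptide control; nearly all actives have a fitted effect of over 45% in size; some results filed as inactive show a strong effect at the top dose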
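AMA1 (3D7) with his tag at 25 nM final met compounds first, then biotinylated RON2 peptide at 25 nM; detection used donor plus acceptor beads, 10 µg/mL apiece, read by AlphaScreen after 30 min at room temperature.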
* marks the source's active call; other numbers are inactive results; i = inactive; ? = inconclusive; · = no result given; [ ] = remark or other dose. Unless noted, the call rests on the fitted dose curve; in most records, active means well fitted curve in the direction sought with a large enough effect; inconclusive means small, poorly fitted or top-dose-only effect, or another doubt; inactive means no such curve, though single readings can be large; an effect the other way counts as inactive or inconclusive.

Screens in order: Pf growth 96h | Shiga toxin inh | LmPK inh | Cycloheximide cs | Pf growth 48h | TbPYK inhibitor | AMA1-RON2 inh
CC(=O)Nc1ccc(N(C(=O)CNC(=O)c2cccs2)C(C(=O)NCC2CCCO2)c2ccccc2)cc1 (centres undefined)
→ 28.1% | -4.2 | -0.6% | -4.5 | -6.8% | 2.1% | -0.4%
Cc1cccc(C)c1NC(=O)CN1CCN(C(=O)CNC(=O)c2ccc(N3CCCC3=O)cc2)CC1
→ ? | · | · | · | ? | -7.2% | 6.4%
NS(=O)(=O)c1ccc(CNC(=O)COc2ccc3c4c(c(=O)oc3c2)CCCC4)cc1
→ -5.6% | -4.2 | 0.9% | 0.9 | 4.5% | -8.4% | 5.3%
Cc1[nH]c2ccc3ccccc3c2c(=O)c1C/C=C/Cl
→ 14.7µM* | 3.7 | -11.8% | 9.1 | -36.2% | -0.1% | 11.2%
N#Cc1ccc(-c2ccc(C3Nc4ccccc4C(=O)N3O)o2)cc1 (centres undefined)
→ ? | · | · | · | ? | -18.3% | ·
CCOC(=O)C1=C2N(C)c3ccccc3N2CCC1=O
→ · | -25.5 | 0.2% | -5.3 | -16.0% | 4.0% | 19.1%
COc1cc2c(cc1OC)C1OC(c3ccsc3)(C2)Oc2cc(C)oc(=O)c21 (centres undefined)
→ 1.69µM* | i | -9.0%[11.5 µM] | -1.2 | ? | · | ·
CCCC(c1nnnn1C1CCCCC1)N1CCN(C(=O)c2ccco2)CC1 (centres undefined)
→ 11.4% | -0.7 | -2.3% | -10.3 | 3.7µM* | -0.9% | 0.5%
CCOc1ccc(/C=C/C(=O)N(C)CC(=O)Nc2cccc(F)c2)cc1OCC
→ -29.5% | · | · | · | -8.2% | -7.7% | 0.3%
CCCn1c(SC(C(=O)Nc2cc(C)ccc2OC)c2ccccc2)nc2ccccc2c1=O (centres undefined)
→ ? | -1.3 | 2.2% | -6.6 | ? | -8.8% | 18.4%
CCc1c(C)c(C#N)c2nc3ccccc3n2c1N1CCN(c2cc(C)ccn2)CC1
→ ? | -2.9 | -5.0% | 13.0 | ? | · | ·
COc1ccccc1S(=O)(=O)NCc1ccc(C(=O)N(C)Cc2ccc(F)cc2)cc1
→ ? | · | · | · | ? | 0.6% | 3.5%
Cc1cccc[n+]1CC(=O)Nc1ccccc1
→ ? | -10.8 | 3.3% | 0.3 | -14.2% | -3.4% | 3.0%
Cn1cc(S(=O)(=O)N2CCN(c3ccc(F)cc3)CC2)c(=O)n(C)c1=O
→ 0.0% | -1.7 | -1.1% | -1.1 | 14.7% | 0.4% | -3.9%
COc1cccc(OCC(=O)NC2CCCCC2)c1
→ 22.5% | 3.3 | -5.9% | 12.3 | 26.8% | 0.6% | -7.8%
NC(=O)c1ccc(NC(=O)COc2coc(CN3CCc4ccccc4C3)cc2=O)cc1
→ ? | · | · | · | ? | -6.3% | -18.5%
Cc1cc(C(=O)CN2C(=O)NC3(CCCc4ccccc43)C2=O)c(C)n1C (centres undefined)
→ · | -3.9 | -7.2% | -1.2 | ? | -1.7% | -2.2%
Fc1cccc(Cc2noc(CN3CCSCC3)n2)c1
→ ? | 0.7 | 7.9% | 9.5 | 1.5% | -6.7% | -1.9%
COc1ccc(S(=O)(=O)N(n2c(C)nnc2-n2nc(C)cc2C)S(=O)(=O)c2ccc(OC)cc2)cc1
→ -7.7% | 20.3 | -4.8% | 21.2* | 8.8% | -4.4% | -7.4%
Cc1ccccc1CN(C)CCS(=O)(=O)c1cc(Cl)ccc1Cl
→ -15.4% | -1.4 | -1.5% | 9.1 | 7.9% | -2.8% | 11.8%
CCc1[nH]c(=O)c(C#N)c2c1COC(C)(C)C2
→ · | 28.9 | 4.8% | -1.5 | -8.2% | 6.1% | 35.3%[activator]
CNC(=S)N/N=C/c1cc(Br)cc(Br)c1O
→ 77.0%[activator] | -8.1 | 5.8% | 2.4 | ? | 2.0% | -63.3%
O=[N+]([O-])c1cccc(CN2CCN(S(=O)(=O)Cc3ccccc3)CC2)c1
→ 313.2%[activator] | -14.1 | -5.8% | -2.1 | -26.0% | 2.2% | -21.3%
CCN(CC(=O)NCc1cccs1)c1ccc(S(=O)(=O)N2CCOCC2)cn1
→ -26.6% | -6.8 | -4.3% | 1.0 | -10.2% | -15.6% | 32.4%[activator]
CCCCN(Cc1cc2cc(OC)ccc2[nH]c1=O)C(=O)c1ccccn1
→ 12.2% | -15.4 | 3.2% | 0.2 | 3.5% | -5.0% | -2.7%
O=c1cc2oc3cc(O)c(O)cc3c(-c3ccccc3[N+](=O)[O-])c-2cc1O
→ 96.2%[activator] | -0.7 | -28.0% | -7.6 | ? | ? | 0.708µM*
COCCNC(=O)C1CCN(C(=O)c2cc3sccc3n2Cc2ccc(F)cc2)CC1
→ 8.1% | -1.3 | -2.2% | 20.0 | ? | 3.3% | -0.2%
O=[N+]([O-])c1ccc(-n2nnnc2CN2CCCCC2)cc1
→ -1.9% | -11.5 | -2.4% | -0.2 | 10.4% | -6.9% | -5.8%
CCCC(=O)C1=C(O)C(C(=O)OC)C(C)(C)CC1=NCc1ccccc1 (centres undefined)
→ 7.38µM* | -4.8 | 0.1% | 0.2 | ? | -14.9% | -1.4%
CCNC(=S)NC(=NCc1cccnc1)Nc1nc(C)cc(C)n1
→ ? | 24.6 | 2.9% | -2.9 | ? | ? | 42.5%[activator]
Cc1cccc(-n2ncc3c2CCCC3NC(=O)CCc2ccncc2)c1C (centres undefined)
→ ? | -5.3 | 1.5% | -4.4 | 5.2% | -0.4% | -10.1%
O=C1Oc2ccccc2C(=O)C1C(CC(O)c1ccc(-c2ccc(Br)cc2)cc1)c1ccccc1 (centres undefined)
→ -24.8% | · | · | · | -2.7% | 0.0% | ·
CCCCC[C@H](O)/C=C\[C@@H]1[C@H](O)CC(=O)[C@@H]1CCCCCCC(=O)O
→ 5.1µM* | · | · | · | ? | 0.4%[33.2 µM] | ·
O=C(Cc1ncc(C(F)(F)F)cc1Cl)NCCc1ccccn1
→ 18.8% | 16.7 | -4.6% | 0.4 | 483.4%[activator] | 4.3% | -8.1%
COc1ccc(C(=O)NCCCCNC(=O)c2ccc(OC)c(OC)c2)cc1OC
→ ? | -10.2 | -8.5% | -1.8 | 7.4% | 3.1% | 4.4%
COc1cccc(Oc2c(C)oc3c(CN4CCCCC4)c(O)ccc3c2=O)c1
→ -24.2% | -7.4 | -0.6% | 1.2 | -24.1% | 1.2% | -3.2%
COCCNC(=O)c1cn(C)c2ccc(S(=O)(=O)N3CCCC3)cc2c1=O
→ -17.1% | -4.3 | -1.7% | -3.2 | 13.3% | 1.6% | -1.6%
CC1CCc2sc(C(=O)NC3CCN(Cc4ccccc4)CC3)cc2C1 (centres undefined)
→ 6.57µM* | · | · | · | 8.28µM* | -0.9% | -2.9%
COCCCNC(=O)c1ccc2c(=O)n(Cc3ccc(Cl)cc3)c(=S)[nH]c2c1
→ 35.0%[activator] | -8.0 | 1.0% | 1.2 | -29.6% | -9.8% | 97.4%[activator]
CCOc1ccc(C(CC(=O)O)NC(=O)c2ccco2)cc1 (centres undefined)
→ -12.4% | 15.7 | -1.9% | 0.7 | 1.0% | -4.9% | -0.9%

A different layout for 2 compounds above:
CNC(=S)N/N=C/c1cc(Br)cc(Br)c1O
  Pf growth 96h = 77.0%[activator]	Shiga toxin inh = -8.1	LmPK inh = 5.8%	Cycloheximide cs = 2.4	Pf growth 48h = ?	TbPYK inhibitor = 2.0%	AMA1-RON2 inh = -63.3%
O=[N+]([O-])c1cccc(CN2CCN(S(=O)(=O)Cc3ccccc3)CC2)c1
  Pf growth 96h = 313.2%[activator]	Shiga toxin inh = -14.1	LmPK inh = -5.8%	Cycloheximide cs = -2.1	Pf growth 48h = -26.0%	TbPYK inhibitor = 2.2%	AMA1-RON2 inh = -21.3%

Remaining list, next part.
Screens in order: Pf growth 96h | Shiga toxin inh | LmPK inh | Cycloheximide cs | Pf growth 48h | TbPYK inhibitor | AMA1-RON2 inh
C/C(=N\NC(=O)C1(C)NC(C)(C)Cc2ccccc21)c1ccccc1 (centres undefined)
→ -6.2% | -9.0 | -0.8% | -5.2 | ? | 1.9% | -7.6%
CC(=O)c1ccc(NC(=O)C2CC(=O)Nc3nc4ccccc4n32)cc1 (centres undefined)
→ 5.4% | -0.9 | 8.2% | -1.7 | -4.2% | -1.3% | -4.5%
O=C1NC(=O)C2(Cc3ccccc3N3CCCC32)C(=O)N1c1ccc(Cl)cc1 (centres undefined)
→ 7.1% | -9.2 | 3.7% | -2.6 | -13.6% | 1.6% | 3.2%
COc1ccc2[nH]c(C)c(CCNCc3cn(C)c4ccccc34)c2c1
→ 5.22µM* | · | · | · | 8.28µM* | 1.5% | ?
Cn1c(=O)c2c(nc(Sc3ncnn3CC(=O)NC3CCCCC3)n2C)n(C)c1=O
→ 0.3% | 12.5 | -3.3% | -3.8 | -8.8% | -21.1% | 6.6%
CC1CCN(CCCNC(=O)c2cc3c(s2)-c2ccccc2OC3)CC1
→ 45.6%[activator] | 11.6 | -0.5% | -6.6 | -29.9% | -7.5% | 23.9%
Cc1ccc(C)[n+](CC(=O)N2CCCCC2)c1
→ -11.0% | -5.2 | -0.4% | -2.9 | 85.5%[1.15 µM] | 5.6% | 5.5%
CCN(CC)CC(=O)c1ccc(-c2ccccc2)cc1
→ -2.2% | 20.1 | 3.7% | 18.3 | ? | -16.8% | 22.2%
Cc1cc(NC(=O)CCC(=O)N(CC(=O)NC2CCCC2)c2ccc(F)c(Cl)c2)no1
→ 14.6% | 2.8 | 10.3% | -5.3 | ? | -0.5% | -14.9%
CCCCSC(=S)NC1CCS(=O)(=O)C1 (centres undefined)
→ 14.4% | -7.2 | -2.9% | -4.6 | ? | -0.5% | 4.1%
Cc1ccn2cc(-c3ccc(O)c(O)c3)nc2c1
→ ? | -14.9 | ? | -9.0 | -91.6% | -28.0% | 2.51µM*
COc1ccc(OC)c(S(=O)(=O)n2nnc3ccccc32)c1
→ ? | -2.9 | 2.2% | -1.0 | 16.3% | 0.2% | 0.8%
CC(OC(=O)CCN=C1NS(=O)(=O)c2ccccc21)C(=O)Nc1ccc(F)c(F)c1F (centres undefined)
→ 39.3%[activator] | · | · | · | -6.7% | 1.0% | 5.9%
CC(C)(CO)NCc1ccc(Br)cc1
→ ? | -5.9 | 3.0% | -1.3 | -0.4% | ? | -9.6%
Cc1ccc(Cn2c(=N)c(C(=O)NCCN3CCOCC3)cc3c(=O)n4ccccc4nc32)cc1
→ ? | -1.1 | -3.6% | -1.8 | ? | 3.3% | 61.3%[activator]
COc1ccc(/C=C/C(=O)CCC(=O)O)cc1
→ 4.2% | 56.3* | -7.2% | 32.0* | 32.8%[activator] | -15.3% | -0.4%
